PAD4 FP inh – PAD4 (human) enzyme inhibition. recombinant PAD4, RCA probe fluorescence polarization. 330,000 compounds, 0.41% hits. inhibition, % at 6.36 µM. Q9UM07;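 active means percent inhibition above a cutoff equal to the mean of all tested compounds plus 3 SD, cut at about 15% in these data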;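 further: 0% = PAD4 with RCA probe and DMSO and 100% = probe without PAD4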
PME-1 primary – PME-1 (human) inhibition; 320,000 compounds, 0.53% hits; recombinant PME-1, FP-Rh probe fluorescence polarization; inhibition, % at 5.9 µM;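 active means inhibition above the campaign mean of all compounds plus 3 SD, cut at about 26% in these data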;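 further: competitive labeling of PME-1 active site by serine hydrolase directed probe; 0% = PME-1 with DMSO and 100% = wells lacking PME-1 enzyme; inhibitors block probe labeling so polarization falls and inhibition rises; many of its hits are not listed in these tables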
pPAFAH inh – pPAFAH (human) enzyme inhibition; inhibition, % at 3.39 µM; 330,000 compounds, 1.5% hits; Q13093; recombinant pPAFAH, FP-rhodamine probe fluorescence polarization;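 active means inhibition above the mean inhibition across the screen plus 3 SD, cut at about 25% in these data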;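 further: inhibitors block binding of the rhodamine activity-based probe so polarization drops; 0% = enzyme with DMSO and 100% = wells lacking pPAFAH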
LYPLA1 inh – counter-screen for PME1 inhibitors: inhibitors of human LYPLA1; 320,000 compounds, 0.16% hits; recombinant LYPLA1, FP-Rh probe fluorescence polarization; AID 2174; inhibition, % at 5.9 µM;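 active means inhibition above the mean of all tested compounds plus 3 SD, set per campaign, cut at about 14% in these data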;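 further: inhibitors block serine hydrolase probe labeling of LYPLA1 so polarization falls; 0% = enzyme with DMSO and 100% = wells lacking LYPLA1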
Target sequence (O75608 whole entry, looked up): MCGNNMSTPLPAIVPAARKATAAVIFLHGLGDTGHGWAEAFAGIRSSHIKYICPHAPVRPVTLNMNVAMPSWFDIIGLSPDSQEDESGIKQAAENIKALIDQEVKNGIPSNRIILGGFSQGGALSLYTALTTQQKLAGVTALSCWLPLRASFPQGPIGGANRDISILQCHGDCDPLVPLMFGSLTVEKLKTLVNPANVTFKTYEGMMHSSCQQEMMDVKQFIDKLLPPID
LYPLA2 counter – counter-screen for PME1 inhibitors: inhibitors of human LYPLA2 | O95372 | recombinant LYPLA2, FP-Rh probe fluorescence polarization | inhibition, % at 5.9 µM | 320,000 compounds, 0.38% hits | AID 2177;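 active means inhibition above the screen-wide mean plus 3 SD, limit set per campaign, cut at about 26% in these data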;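 further: 0% = LYPLA2 with DMSO and 100% = wells lacking LYPLA2 enzyme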
PAFAH2 inh – inhibitors of human PAFAH2; recombinant PAFAH2, FP-rhodamine activity probe, fluorescence polarization; inhibition, % at 3.39 µM; 340,000 compounds, 0.99% hits; AID 492956;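 active means inhibition above the mean over all tested compounds plus 3 SD, cut at about 30% in these data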;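 further: inhibitors block probe labeling of enzyme so polarization drops; 0% = enzyme with DMSO and 100% = wells lacking PAFAH2 protein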
PAFAH1B2 FP inh – PAFAH1B2 (human) inhibition | recombinant PAFAH1B2, FP-rhodamine activity probe, fluorescence polarization | inhibition, % at 3.39 µM | 340,000 compounds, 1.2% hits;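 active means inhibition above the mean of all tested compounds plus 3 SD, cut at about 24% in these data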;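 further: 0% = enzyme with DMSO and 100% = wells lacking PAFAH1B2; many of its hits are not listed in these tables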
Target sequence (P68402 whole entry, looked up): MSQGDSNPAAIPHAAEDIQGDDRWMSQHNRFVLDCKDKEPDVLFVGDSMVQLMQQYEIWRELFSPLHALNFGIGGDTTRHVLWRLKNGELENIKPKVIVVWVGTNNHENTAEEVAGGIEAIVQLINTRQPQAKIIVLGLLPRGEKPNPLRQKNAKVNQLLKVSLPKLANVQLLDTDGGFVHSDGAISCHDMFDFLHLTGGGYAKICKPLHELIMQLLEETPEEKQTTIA
PAFAH1B3 FP inh – blocks human PAF acetylhydrolase 1B catalytic subunit 3. 340,000 compounds, 0.28% hits. recombinant PAFAH1B3, FP-rhodamine probe, fluorescence polarization. inhibition, % at 3.39 µM. Q15102;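 active means inhibition above the screen-wide average of all tested compounds plus 3 SD, cut at about 25% in these data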;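 further: 0% = enzyme with DMSO only and 100% = wells lacking PAFAH1B3 protein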
Target sequence (Q15102 whole entry, looked up): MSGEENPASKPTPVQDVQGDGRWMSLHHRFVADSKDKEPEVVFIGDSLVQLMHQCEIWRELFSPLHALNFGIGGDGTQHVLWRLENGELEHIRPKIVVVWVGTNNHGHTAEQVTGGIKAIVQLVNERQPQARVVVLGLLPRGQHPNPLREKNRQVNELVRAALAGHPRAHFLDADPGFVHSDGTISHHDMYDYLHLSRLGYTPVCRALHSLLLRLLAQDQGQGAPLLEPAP
GSTO1 inh – GSTO1 inhibition, counter-screen for RBBP9 inhibitors; recombinant GSTO1, activity-based probe fluorescence polarization; inhibition, % at 5.96 µM; 300,000 compounds, 1.1% hits; AID 1974;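 active means inhibition above the campaign mean inhibition plus 3 SD, cut at about 35% in these data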;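 further: 0% = GSTO1-1 with DMSO and 100% = wells lacking GSTO1-1 enzyme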
Target sequence (P78417 whole entry, looked up): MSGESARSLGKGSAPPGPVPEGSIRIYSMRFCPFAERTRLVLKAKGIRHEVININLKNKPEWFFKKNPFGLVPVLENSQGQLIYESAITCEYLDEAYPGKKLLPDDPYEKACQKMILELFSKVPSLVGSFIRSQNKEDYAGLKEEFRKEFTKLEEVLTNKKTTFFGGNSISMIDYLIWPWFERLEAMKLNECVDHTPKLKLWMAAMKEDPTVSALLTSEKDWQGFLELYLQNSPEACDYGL
* marks the source's active call; other numbers are inactive results; x = not tested or not shown.

#	SMILES	PAD4 FP inh	PME-1 primary	pPAFAH inh	LYPLA1 inh	LYPLA2 counter
1	COc1cc(C(=O)NCC(=O)OC(C)C(=O)Nc2ncc(Cl)cc2Cl)cc(OC)c1OC (stereo not given)	2	-2	-3	0	3
2	O=C(Nc1ccccc1)C1=C[C@H](c2ccccc2)C[C@H](OCCCCO)O1	1	-6	-2	-3	-6
3	Cc1ccc(S(=O)(=O)Nc2c3ccccc3nc(=O)n2-c2ccccc2)cc1	-1	0	0	4	6
4	Cc1ccccc1Nc1nc(N)nc(CSc2nnc(-c3ccccc3)n2C)n1	4	-2	-3	1	1
5	O=C(NCC(c1cccnc1)N1CCOCC1)c1ccc2c(c1)OCO2 (stereo not given)	2	-6	-1	-4	-2
6	Cc1ccc(S(=O)(=O)n2nc(C)c(S(=O)(=O)N3CCOCC3)c2C)cc1	4	0	6	-2	4
7	COCC(O)CNc1ccccc1 (stereo not given)	3	3	-1	-3	-9
8	CC(=O)Nc1cccc(-c2csc(Nc3cc(C)ccn3)n2)c1	-1	20	11	3	-6
9	Cc1ccc(NC2c3ncccc3C(=O)N2Cc2cccs2)cc1C (stereo not given)	3	1	-2	-2	6
10	CCn1c(CCNC(=O)c2cccs2)nnc1SCC(=O)Nc1ccc(Cl)cc1	0	-2	6	-2	5

#	PAFAH2 inh	PAFAH1B2 FP inh	PAFAH1B3 FP inh	GSTO1 inh
1	-2	3	6	-2
2	-5	0	-2	0
3	-1	-2	1	0
4	-8	4	-2	1
5	-9	-1	12	5
6	0	9	3	-4
7	4	-2	4	0
8	2	5	14	-5
9	69*	0	1	0
10	5	1	4	4

Next structures follow:
#	SMILES	PAD4 FP inh	PME-1 primary	pPAFAH inh	LYPLA1 inh	LYPLA2 counter
11	O=C(NCc1nc2ccccc2[nH]1)c1ccco1	2	0	0	0	0
12	C=CCC(=O)NC(C)c1cnn(-c2ccccc2C)c1C (stereo not given)	8	0	1	2	6
13	Cn1c(NNC(=O)c2cccc3ccccc23)cc(=O)n(C)c1=O	0	-3	6	1	7
14	COc1ccc(CCNC(=S)NCc2ccc(Cl)c(Cl)c2)cc1OC	-3	1	-2	-4	6
15	C=CCNC1=C(Cl)C(=O)N(c2ccccc2Cl)C1=O	-2	-10	2	3	5
16	COc1cccc(C2c3c(-c4ccccc4O)n[nH]c3C(=O)N2Cc2ccco2)c1 (stereo not given)	-1	-12	0	-6	-4
17	c1ccc(-c2n[nH]c(-c3ccccc3)c2-c2nc3ccccc3[nH]2)cc1	3	-2	-2	-9	-2
18	O=C(c1cc(-c2ccc(Cl)cc2)nc2ccccc12)N1CCOCC1	-5	-2	1	1	2
19	O=C(NCCCNCc1ccccc1)/C(=N\O)c1ccccc1	4	-6	2	1	1
20	O=C(CN1C(=O)CSc2ccccc21)Nc1ccc2c(c1)OCCO2	-5	4	7	1	6

#	PAFAH2 inh	PAFAH1B2 FP inh	PAFAH1B3 FP inh	GSTO1 inh
11	4	5	6	0
12	5	4	1	6
13	-5	5	5	2
14	4	4	5	-7
15	-5	-2	10	11
16	-10	-7	-7	-30
17	0	-2	1	-12
18	6	6	2	-5
19	-5	-12	3	-2
20	3	0	-7	1

The list goes on (six carried over from the part before).
#	SMILES	PAD4 FP inh	PME-1 primary	pPAFAH inh	LYPLA1 inh	LYPLA2 counter
15	C=CCNC1=C(Cl)C(=O)N(c2ccccc2Cl)C1=O	-2	-10	2	3	5
16	COc1cccc(C2c3c(-c4ccccc4O)n[nH]c3C(=O)N2Cc2ccco2)c1 (stereo not given)	-1	-12	0	-6	-4
17	c1ccc(-c2n[nH]c(-c3ccccc3)c2-c2nc3ccccc3[nH]2)cc1	3	-2	-2	-9	-2
18	O=C(c1cc(-c2ccc(Cl)cc2)nc2ccccc12)N1CCOCC1	-5	-2	1	1	2
19	O=C(NCCCNCc1ccccc1)/C(=N\O)c1ccccc1	4	-6	2	1	1
20	O=C(CN1C(=O)CSc2ccccc21)Nc1ccc2c(c1)OCCO2	-5	4	7	1	6
21	Cc1onc(-c2ccccc2Cl)c1C(=O)Nc1cccc(S(=O)(=O)NC2=NCCC2)c1	0	2	2	2	3
22	O=C(CCC(=O)N1CCOc2ccc(Cl)cc21)NCCCN1CCN(c2ccccc2F)CC1	2	6	0	1	0
23	Cc1cc(C)n(C(=O)Cn2nc([N+](=O)[O-])c(Br)c2C)n1	-1	4	-2	-3	5
24	CC1=NNC(=O)C1C(c1ccccc1)C(C#N)C#N (stereo not given)	-3	1	3	-2	1
25	CN1CCN(c2ncnc3c2cnn3-c2ccc(Cl)cc2)CC1	-7	-1	-6	-12	-3
26	Cc1ccc(-n2c(C)nnc2SCC(=O)N(C)C2CCS(=O)(=O)C2)cc1 (stereo not given)	-3	6	1	-3	-8
27	CCCc1ccc2oc(C(=O)N3CCCC3)c(C)c2c1	-4	-4	14	0	7
28	CCOc1ccc(C(=O)NCC(=O)N2CCN(c3ccc(C(F)(F)F)cn3)CC2)cc1	0	3	-4	3	7
29	COc1cccc(NC(=S)N(Cc2ccccn2)Cc2ccccc2Cl)c1	-1	-8	1	2	8
30	C/C=C/c1ccccc1OCc1ccc(C(=O)O)o1	1	-3	1	2	3

#	PAFAH2 inh	PAFAH1B2 FP inh	PAFAH1B3 FP inh	GSTO1 inh
15	-5	-2	10	11
16	-10	-7	-7	-30
17	0	-2	1	-12
18	6	6	2	-5
19	-5	-12	3	-2
20	3	0	-7	1
21	0	0	-2	6
22	0	3	6	0
23	5	3	6	5
24	-8	8	-5	4
25	-3	-2	4	3
26	0	3	3	x
27	9	6	7	1
28	-4	-1	9	x
29	2	-2	8	9
30	-2	6	7	-4

Other compounds:
#	SMILES	PAD4 FP inh	PME-1 primary	pPAFAH inh	LYPLA1 inh	LYPLA2 counter
31	CCC(=O)NC(c1ccccc1)c1c(O)ccc2ccccc12 (stereo not given)	-1	6	-3	0	-1
32	Cc1oc2cc([N+](=O)[O-])c(O)c([N+](=O)[O-])c2c1C(=O)c1ccc(Cl)cc1	6	1	13	-1	3
33	CS(=O)(=O)Nc1nc2ccccc2[nH]1	-3	-2	0	3	-2
34	N/C(=N\OC(=O)c1cc(-c2ccccc2)nc2ccccc12)c1ccncc1	-3	0	4	-2	-2
35	O=C(NN=C1CCCCC1)Nc1ccccc1Cl	-1	-3	4	2	-4
36	COc1ccc2c(c1)c1c3n2CCN(C)C3=NCC1	-4	9	-2	3	10
37	CC(C)(C)c1ccc(OCCC(=O)Nc2cccc(S(=O)(=O)N3CCOCC3)c2)cc1	-2	-14	14	-6	-16
38	CCn1c(CC(=O)Nc2ccccc2)n[nH]c1=S	-6	-2	-7	-2	-4
39	Cc1ccc2[nH]c(=O)c(-c3nc4c(C)cccn4c3NCc3ccco3)cc2c1	-2	-1	5	2	0
40	CCOC(=O)c1cc(C#N)c(SCC(=O)Nc2ccc(C(C)=O)cc2)[nH]c1=O	6	-4	17	-2	4

#	PAFAH2 inh	PAFAH1B2 FP inh	PAFAH1B3 FP inh	GSTO1 inh
31	3	4	11	-3
32	16	4	10	-2
33	1	-3	-1	-4
34	5	2	5	1
35	1	2	9	-5
36	-3	4	9	16
37	-11	-6	0	-2
38	-5	2	-2	18
39	13	2	4	1
40	0	2	7	-3

(continued)
#	SMILES	PAD4 FP inh	PME-1 primary	pPAFAH inh	LYPLA1 inh	LYPLA2 counter
41	COc1ccc(-c2nc(CN3CCC(C(=O)NC4CCCC4)CC3)c(C)o2)cc1OC	2	9	5	1	8
42	COc1ccc(OCC(=O)Nc2c(C)ccc3nsnc23)cc1	-1	-1	12	-2	-4
43	Cc1ccc2nc(SCC(=O)N3CCCCC3)nc(=O)n2c1	6	-2	-2	2	3
44	CNS(=O)(=O)c1cccc(C(=O)OCC(=O)Nc2nc(OC)cc(OC)n2)c1	1	x	2	x	x
45	O=C(O)CSc1nnc(-c2ccncc2)n1-c1ccc(Cl)cc1	-2	-2	6	-1	-5
46	CCc1nnc(NC(=O)C(C)Sc2ccccc2)s1 (stereo not given)	-1	4	0	7	4
47	CN(C)S(=O)(=O)c1cccc(C(=O)Nc2ccc(S(=O)(=O)N3CCCC3)cc2)c1	2	2	-4	-7	-7
48	CCOc1cc(/C=C2/C(=O)N(c3ccccc3)N=C2C)ccc1OC(=O)c1ccco1	47*	2	4	-4	-9
49	Cc1noc2ncc(C(=O)c3cc(F)ccc3O)cc12	1	-4	-2	-5	10
50	O=C(OC(C(=O)NC1CCCCC1)c1ccccc1F)c1ccco1 (stereo not given)	-4	0	3	-2	-5

#	PAFAH2 inh	PAFAH1B2 FP inh	PAFAH1B3 FP inh	GSTO1 inh
41	-1	1	-3	1
42	5	4	12	-1
43	4	1	1	5
44	2	9	10	x
45	-4	1	6	1
46	-1	13	1	4
47	-1	7	8	5
48	3	2	9	65*
49	7	-1	-1	-1
50	-4	6	-8	3

The list continues.
#	SMILES	PAD4 FP inh	PME-1 primary	pPAFAH inh	LYPLA1 inh	LYPLA2 counter
51	COc1ccccc1CNc1nc(=S)[nH]c2cc(OC)c(OC)cc12	-1	10	5	-2	-3
52	COCCNC(=O)C1CC(c2ccccc2C(F)(F)F)=NO1 (stereo not given)	-3	0	0	-2	-3
53	CC(=O)C1=C(C)NC(SCc2cccc3ccccc23)=C(C#N)C1c1ccco1 (stereo not given)	-2	-7	11	-9	-3
54	CN(C)S(=O)(=O)N1CCN(C(=O)N(c2ccccc2)c2ccccc2)CC1	-2	2	6	2	1
55	COc1cc2c(cc1OC)CN(Cc1cc(OC)c(O)c(OC)c1)CC2	-8	0	0	3	6
56	CN(C(=O)COC(=O)COc1ccc(Cl)cc1Cl)c1c(N)n(Cc2ccccc2)c(=O)[nH]c1=O	-2	-4	-1	-2	-3
57	Cn1cc(C(=O)N/N=C/C2=C(N3CCOCC3)C(=C/c3ccc([N+](=O)[O-])cc3)/CC2)ccc1=O	-4	-1	7	-3	-4
58	CC(C)(NC(=O)N1CCOCC1)c1cccc(C(C)(C)NC(=O)N2CCOCC2)c1	4	5	1	0	5
59	COC(C[C@@H]1O[C@H]1[C@H](O)[C@@H](C)OCc1ccccc1)OC	1	-6	1	5	6
60	CC(C)CCOCC1CC2(CC(C)(c3csc(N)n3)OC2=O)C(=O)O1 (stereo not given)	0	-1	6	0	1
61	Clc1ccc(-n2cccc2/C=N/n2cnnc2)cc1	-3	-3	7	-2	2
62	CNCCOc1ccccc1OC(C)C	-3	2	2	-2	-10

#	PAFAH2 inh	PAFAH1B2 FP inh	PAFAH1B3 FP inh	GSTO1 inh
51	7	2	2	-2
52	-2	-2	-3	4
53	-7	2	-4	6
54	-6	17	0	5
55	6	0	5	0
56	4	0	9	9
57	-1	-1	11	8
58	-1	2	10	0
59	x	x	x	40*
60	-1	4	10	3
61	0	19	10	1
62	-2	-6	3	2

Single values from the results shown:
GSTO1 inh result of compound 51 reads -2
pPAFAH inh result of compound 62 reads 2

From PubChem

This is a subset, so the mix of outcomes need not match the whole.
